Assay outcomes: PubChem BioAssay, Sanford-Burnham Center for Chemical Genomics
SENP1 FRET inh: SENP1 (human) catalytic domain inhibition. inhibition, % at 10 µM. Q9P0U3. hit rate 0.21% among 360,000. recombinant SENP1 catalytic domain, CyPet-SUMO1-YPet FRET cleavage. AID 624204;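 active = inhibition at least 30% at 10 µM, raw YFP signal under a set limit, fluorescence ratio 0.5 to 1.5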;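 also: 0% = enzyme with DMSO and 100% = no enzyme wells; some results filed as inactive read as strong as hits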
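material = recombinant human SENP1 catalytic domain, His6-tagged | quantity = 20 pM enzyme | reagent = 25 nM SUMO1 FRET substrate | compound dosing = 10 µM single point, 0.5% DMSO | timing = 50 min enzyme reaction, room temperature, light-protected | detection = FRET, CFP and YFP emission | control set = no-enzyme low, enzyme-DMSO high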
APOBEC3G inh: blocks human APOBEC3G single-stranded DNA deamination | Q9HC16 | recombinant A3G, ssDNA deamination FAM/TAMRA fluorescence | inhibition, % at 20 µM | hit rate 0.28% among 330,000 | AID 493012;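 active = inhibition of at least 40% at 20 µM, with no more than 30% in the related APOBEC3A deaminase screen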;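 also: plate controls were DMSO wells with A3G for no effect and wells lacking A3G enzyme for full effect; some compounds called inactive have numbers as strong as hits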
Target sequence (Q9HC16 whole entry, looked up): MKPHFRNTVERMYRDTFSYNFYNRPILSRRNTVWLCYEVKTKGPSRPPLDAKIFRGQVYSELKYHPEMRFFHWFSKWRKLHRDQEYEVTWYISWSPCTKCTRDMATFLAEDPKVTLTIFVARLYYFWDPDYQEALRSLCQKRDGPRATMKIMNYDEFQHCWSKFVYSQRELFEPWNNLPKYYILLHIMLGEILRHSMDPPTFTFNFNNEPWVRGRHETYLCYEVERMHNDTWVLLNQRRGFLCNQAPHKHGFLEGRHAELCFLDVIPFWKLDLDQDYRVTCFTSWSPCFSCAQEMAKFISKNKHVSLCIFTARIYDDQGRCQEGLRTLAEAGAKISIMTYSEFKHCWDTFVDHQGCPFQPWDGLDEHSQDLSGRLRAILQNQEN
SENP8 block-1: SENP8 (human) protease inhibition; Q96LD8; recombinant SENP8, Nedd8 substrate fluorescence; inhibition, % at 20 µM; hit rate 0.64% among 360,000; AID 602440; in the data active = inhibition mostly above about 40%, no sharp cut-off; inactive = mostly below about 27%
Target sequence (Q96LD8 whole entry, looked up): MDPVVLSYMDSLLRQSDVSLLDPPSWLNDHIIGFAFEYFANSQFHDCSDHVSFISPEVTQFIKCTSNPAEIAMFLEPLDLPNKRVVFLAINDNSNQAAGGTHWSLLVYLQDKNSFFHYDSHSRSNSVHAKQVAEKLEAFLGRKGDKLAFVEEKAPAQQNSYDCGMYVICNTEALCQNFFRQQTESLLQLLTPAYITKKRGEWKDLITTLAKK
SENP8 block-2: inhibitors of human SENP8 protease; inhibition, % at 10 µM; AID 2540; Q96LD8; purified SENP8, Z-RLRGG-aminoluciferin cleavage, luminescence; hit rate 1.2% among 330,000; in the data active = inhibition above about 50%
UBC13 polyUb: inhibitors of human UBC13 polyubiquitin chain formation; hit rate 0.47% among 330,000; inhibition, % at 20 µM; AID 485273; TR-FRET; P61088; in the data active = inhibition above about 45%, passing the limit was not always enough
Apaf-1 inh: blocks human Apaf-1 apoptosome activity | O14727 | reconstituted apoptosome caspase-3 activity, DEVD-Rh110 fluorescence | inhibition, % at 20 µM | hit rate 0.71% among 330,000 | AID 489030; active = inhibition of at least 40% at 20 µM;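 also: plate controls were DMSO wells for no effect and DEVD-CHO caspase inhibitor wells for full effect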
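Material: reconstituted apoptosome with Apaf-1, cytochrome c, caspase-9, procaspase-3, dATP / Buffer or medium: pH 7.5 Hepes buffer with CHAPS, BSA, DTT / Also added: cytochrome c with DEVD-Rh110 / Schedule: compound with Apaf-1, dATP, procaspase-3 30 min, then 50 min reaction, room temperature / Technique: rhodamine 110 fluorescence at Ex 480/Em 540 nm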
SENP6 inh: inhibitors of human SENP6 protease. Q9GZR1. inhibition, % at 10 µM. hit rate 1.8% among 330,000. Recombinant SENP6 catalytic domain, aminoluciferin luminescence. AID 2599;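 active = inhibition above about 50% at the single tested dose, limit read from the data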;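 also: plate controls were DMSO wells with enzyme for no effect and DMSO wells lacking enzyme for full effect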
SENP7 block: SENP7 protease inhibition | hit rate 1.5% among 330,000 | recombinant SENP7, Z-RLRGG-aminoluciferin luminescence, 40 min | AID 434973 | inhibition, % at 5 µM | Q9BQF6;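 active = inhibition above about 50% at the single test dose, limit read from the data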;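 also: plate controls were DMSO with enzyme for no effect and no enzyme buffer wells for full effect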
Target sequence (Q9BQF6 706-1050 limits assumed): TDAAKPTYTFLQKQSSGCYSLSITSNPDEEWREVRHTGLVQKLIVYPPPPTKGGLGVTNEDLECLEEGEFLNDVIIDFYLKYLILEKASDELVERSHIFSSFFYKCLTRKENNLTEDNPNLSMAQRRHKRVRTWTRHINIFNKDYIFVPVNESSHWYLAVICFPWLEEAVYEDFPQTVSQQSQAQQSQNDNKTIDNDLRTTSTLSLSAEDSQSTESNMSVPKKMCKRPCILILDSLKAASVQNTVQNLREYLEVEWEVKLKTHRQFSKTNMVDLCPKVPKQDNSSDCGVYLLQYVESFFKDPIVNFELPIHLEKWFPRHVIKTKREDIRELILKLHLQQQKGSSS
The depositor's hits bear a star; nt = not tested or not shown.

SMILES	SENP1 FRET inh	APOBEC3G inh	SENP8 block-1	SENP8 block-2	UBC13 polyUb	Apaf-1 inh	SENP6 inh	SENP7 block
COc1cc(S(=O)(=O)NCc2ccccc2)ccc1F	4	-4	15	-12	3	10	1	9
Cc1ccc(-n2ncc3c(NNC(=O)c4ccco4)ncnc32)c(C)c1	-14	-3	-8	-3	-3	4	-17	-13
Cc1cc(C)c(C)c(S(=O)(=O)N2CCC(C(=O)NNC(=O)c3ccccc3O)CC2)c1C	-3	-3	-428	-4	4	1	-15	-1
CCCCN=C1NN=C(c2ccc(C)c(C)c2)CS1	2	3	-10	-14	-9	31	-2	-1
Cc1cccc(N=C2NC(=O)S/C2=C\c2ccco2)c1	-27	6	5	4	-15	15	-16	5
CN(Cc1ccccc1)C(=O)CN1C(=O)c2ccc([N+](=O)[O-])cc2C1=O	0	3	18	-4	-11	1	15	1
CN(C)c1cccc(C(=O)NCc2ccccc2Cl)c1	1	-1	-453	-4	7	-2	5	-1
COc1cccc(/C=C/C(=O)OCC(=O)N2CCN(c3ccccc3)CC2)c1	1	-6	-92	-6	21	2	-5	11
CCCCN(CC)CCCNC(=S)Nc1ccc2nc(N3CCN(CC)CC3)cc(C)c2c1	-14	-2	-272	-6	-1	16	-24	0
COC(C[C@H]1O[C@H]1[C@H](O)[C@@H](C)OCc1ccccc1)OC	1	10	17	-3	-3	7	4	5
O=C(Nc1ccc2c(c1)Cc1ccccc1-2)c1cc2ccccc2o1	-1	-4	-307	3	8	2	-5	6
CCOc1cc(/C=C2\SC(=N)N(c3nccs3)C2=O)ccc1OCCN1CCOCC1	-19	-2	2	3	-18	7	11	-2
CCS(=O)(=O)N1CCN=C1SCc1ccccc1	2	-8	13	2	-3	-9	3	-3
Cc1cc(NS(=O)(=O)c2ccc(NC(=O)/C=C/c3ccccc3)cc2)no1	-1	-10	4	6	-4	0	-8	0
O=C(NC(=S)Nc1ccccn1)c1cccc([N+](=O)[O-])c1	2	-5	15	-15	-2	-3	-14	-5
O=C(NCCCn1ccnc1)Nc1cccc(Cl)c1	-2	-5	4	2	5	5	-6	0
CCc1cccc2c(C(=O)CN3C(=O)NC(C)(c4cccc5ccccc45)C3=O)c[nH]c12 (stereo unspecified)	-7	-5	-7	0	6	-1	-7	7
CCOc1ccc(C(=O)COC(=O)c2cc(=O)[nH]c3ccccc23)cc1	-38	-6	-206	-17	21	5	-3	53*
CCN(CCCNC(=O)CCC(=O)N1CCOc2ccccc21)Cc1ccccc1	0	-3	-1	-16	9	26	-22	-13
Nc1nc(CSC(=S)N2CCN(c3ccccc3)CC2)nc(Nc2ccc(F)cc2)n1	2	-3	6	-4	3	10	3	10
Cc1cc(C)cc(-n2nnn(C3C/C(=N/NC(N)=S)C4OCC3O4)c2=S)c1 (stereo unspecified)	0	-7	7	6	2	8	-3	0
CN(c1ccc(Br)cc1)S(=O)(=O)c1ccc2[nH]cc(C(=O)NCCN3CCOCC3)c(=O)c2c1	-2	6	-125	8	-1	15	5	5
O=C(/C=C/c1ccc(OCCCF)cc1)Nc1ccnc(-c2cccnc2)n1	5	-7	-98	-2	-6	4	-7	4
O=C(C1CCN(Cc2cn[nH]c2-c2ccc(F)cc2F)CC1)N1CCOCC1	0	-11	18	5	5	-21	1	1
COc1cc(/C=N/NC(=O)C2=NNC(=O)C2C)ccc1O (stereo unspecified)	1	0	20	-2	0	-18	-16	17

Copied from above (3 entries):
SMILES	SENP1 FRET inh	APOBEC3G inh	SENP8 block-1	SENP8 block-2	UBC13 polyUb	Apaf-1 inh	SENP6 inh	SENP7 block
CCS(=O)(=O)N1CCN=C1SCc1ccccc1	2	-8	13	2	-3	-9	3	-3
Cc1cc(NS(=O)(=O)c2ccc(NC(=O)/C=C/c3ccccc3)cc2)no1	-1	-10	4	6	-4	0	-8	0
O=C(NC(=S)Nc1ccccn1)c1cccc([N+](=O)[O-])c1	2	-5	15	-15	-2	-3	-14	-5

Going on with the list:
SMILES	SENP1 FRET inh	APOBEC3G inh	SENP8 block-1	SENP8 block-2	UBC13 polyUb	Apaf-1 inh	SENP6 inh	SENP7 block
CC[C@]12c3[nH]c4cc(CCC(=O)N(C)C)ccc4c3CCN1C(=O)[C@@H](CC(=O)NCC13CC4CC(CC(C4)C1)C3)C[C@@H]2C(=O)N1CCN(C(=O)c2ccco2)CC1	-2	2	1	nt	nt	29	nt	8
O=C(c1ccco1)N1CCN(C(=S)Nc2ccc(F)cc2)CC1	3	3	3	2	-5	7	5	7
CCc1cc2c(=O)c(-c3ccc4c(c3)OCO4)coc2c(CN(C)C)c1O	0	-7	-281	0	11	1	-3	2
CCn1c(/C=C2\C(=O)Nc3ccccc32)nc2ccccc2c1=O	0	-3	27	-1	4	-4	-4	1
COCCN1C(=O)N[C@@H](c2cccs2)C(C(C)=O)=C1C	2	0	10	5	0	6	3	-4
COc1cc(-c2noc(CCCC(=O)NCc3ccccc3)n2)cc(OC)c1OC	2	-6	17	-8	7	-2	5	-11
CCCCN(C(=O)NC(=O)Nc1ccccc1C)S(C)(=O)=O	-2	2	21	-4	6	2	4	4
CCCN=C1N(C)C[C@@H]2[C@@H]3C(=O)N(C)C(=O)[C@@H]3[C@](C)(C(=O)OC)N12	1	2	4	nt	nt	5	nt	-2
CC(Nc1nc(N2CCN(S(C)(=O)=O)CC2)nc2ccccc12)c1ccccc1 (stereo unspecified)	0	-3	-331	3	11	4	0	8
COc1ccccc1C(=O)COC(=O)CN1C(=O)c2ccccc2C1=O	1	-3	3	-9	0	-2	-5	-8
CC(C)(C)OC(=O)C(Cc1ccc(OC(C)(C)C)cc1)NC(=O)CNC(=O)CNC(=O)OCc1ccccc1 (stereo unspecified)	0	-3	18	-6	10	22	-3	2
Cc1cc(C(=O)Nc2cccc([N+](=O)[O-])c2)c(C)o1	1	-5	15	-9	-4	4	5	-8
CCOC(=O)CN1C(=O)N[C@@H](c2cccc(C(F)(F)F)c2)[C@@H](C(=O)OC)[C@H]1C	-1	-9	12	-9	1	-4	-5	-9
C[C@@H]1C(c2ccccc2)=NN(c2ccc(Br)cc2)[C@H]1C(=O)N1CCOC1=O	-30	1	-368	nt	nt	16	nt	5
O=C(CNC(=O)c1ccccc1F)OCCCOC(=O)CNC(=O)c1ccccc1F	1	-7	0	0	4	1	-10	-7
Cc1ccc(NS(=O)(=O)c2ccc(Br)cc2)nc1	1	-3	-379	-6	9	15	3	6
O=C(NC1CCCCNC1=O)c1ccc(Cl)cc1 (stereo unspecified)	2	-4	12	-1	2	-1	9	-1
CCc1ccc(C2CC(c3ccccc3C)n3nc(N)nc3N2)cc1 (stereo unspecified)	1	-5	-40	0	11	6	-10	6
CC(=O)c1c(C)[nH]c(C(=O)Nc2cccc(S(=O)(=O)N3CCOCC3)c2)c1C	2	-2	-11	-14	-6	0	-1	0
CCCS(=O)(=O)N1CCN(C(=O)COc2ccccc2)CC1	1	-4	32	-6	-11	-3	9	2
COc1ccc(C)cc1-n1nnnc1SCC(=O)N1CCC(C(=O)Nc2nccs2)CC1	0	-8	15	-7	-12	5	-13	-8
C=CCOC(=O)C1=C(C)OC(N)=C(C#N)C1c1ccccc1F (stereo unspecified)	-4	-6	1	-4	1	10	-4	7
Cc1ccc(C)c2[nH]c(=O)c(CCNC(=O)c3cc4ccccc4o3)cc12	1	0	-70	-2	10	20	1	1
CS(=O)(=O)N1CCC(C(=O)Nc2ccc3c(c2)OCCO3)CC1	0	-10	5	3	-12	-6	-11	4
NC(=O)c1nsc(C(=O)N(c2ccccc2)C(C(=O)NCc2ccc(F)cc2)c2ccc(O)cc2)c1N (stereo unspecified)	-36	-1	-312	-4	26	29	-6	12

The listing continues.
SMILES	SENP1 FRET inh	APOBEC3G inh	SENP8 block-1	SENP8 block-2	UBC13 polyUb	Apaf-1 inh	SENP6 inh	SENP7 block
CCOC(=O)C1CCN(CC(=O)Nc2cc(C)nn2-c2nc3ccccc3s2)CC1	0	0	18	10	5	15	-3	3
COc1cccc(-c2cc(C(=O)Nc3ccc([N+](=O)[O-])cn3)c3ccccc3n2)c1	-1	-4	3	-3	-5	9	-4	7
CCN(CC)CCCNc1nc(C)cc(COC)c1C#N	3	-11	-460	3	20	-17	-5	-2
Cc1ccc(NC(=O)C2CCCN(c3ncccn3)C2)cc1C (stereo unspecified)	2	-5	-48	3	5	8	5	-3
Cc1ccccc1-c1nc(CN2CCC(C(=O)NCCCN3CCCC(C)C3)CC2)c(C)o1 (stereo unspecified)	3	-6	19	-2	10	6	-1	2
COc1ccc(C2CC(c3ccccc3)Nc3nc(NS(C)(=O)=O)nn32)cc1 (stereo unspecified)	2	-5	1	0	6	-21	11	2
COc1cccc([C@@H]2CC=C(C(=O)O)[C@H](c3ccc(Cl)cc3)N2S(=O)(=O)c2ccc(C)cc2)c1	0	-2	4	5	-6	17	-6	8
COc1ccccc1C(=O)N1CCC(C(=O)c2ccc(F)cc2)CC1	0	-4	8	6	4	-9	8	3
COc1cc(NC(=O)CSc2nnc3c(C)cc4cc(C)cc(C)c4n23)c(C(=O)O)cc1OC	1	-7	-3	-9	-8	7	-21	-8
CC(NS(C)(=O)=O)C(c1cccs1)N1CCN(c2ccccc2F)CC1 (stereo unspecified)	2	-5	2	-10	-4	-9	-3	-3
CCCc1nc(NC(=O)c2ccccc2)nc(NC(=O)c2ccccc2)n1	4	-10	9	7	-1	3	3	-1
CC(C)n1cc(CN2CCC(Oc3ccc(C(=O)N4CCCC4)cc3)CC2)cn1	-1	-5	7	3	3	2	5	1
Cc1ccc(-c2cc(C(=O)N3N=C(C(F)F)CC3(O)C(F)F)c3ccccc3n2)cc1C (stereo unspecified)	1	0	-296	-3	6	11	4	11
COc1ccc(-c2coc3c(CN4CCCCC4C)c(O)ccc3c2=O)cc1 (stereo unspecified)	-3	-6	-276	-13	5	4	-4	-3
CC1=NN(c2ccccc2)C(=O)C1/C=C1\NC(=S)NC1=O (stereo unspecified)	-81	-8	8	0	12	20	-24	-1
Nc1c(Cl)cc(-c2csc(N3CCCC3c3nc4cc(Cl)c(N5CCCCC5)cc4n3CCOCCO)n2)cc1Cl (stereo unspecified)	-7	-7	-8	1	-16	5	3	-1
COc1ccc([C@H]2CC(=O)C=C(/C=C/c3ccccc3)C2)cc1OC	4	-8	-9	0	6	23	-3	4
Cc1c(NS(=O)(=O)c2cc(NC(=O)CCN3CCCC(C)C3)ccc2Cl)c(=O)n(-c2ccccc2)n1C (stereo unspecified)	0	0	26	4	7	4	5	-2
COc1ccc(S(=O)(=O)NCCc2ccco2)cc1OC	3	-4	15	-13	-8	-1	-21	-19
O=C(N/N=C/c1ccnc2ccccc12)c1ccccc1O	4	-7	8	-1	-5	1	-36	8
O=C(NCCN1CCN(c2ccccc2F)CC1)C1CC(=O)N(C2CCCC2)C1 (stereo unspecified)	-1	-7	30	1	3	-13	-11	-3
COCCNc1nnc(SCC(=O)Nc2cc(C)on2)s1	2	-6	9	-1	-2	-13	9	2
O=C(N/N=C/C=C/c1ccccc1)c1cccnc1	4	-1	12	-9	-16	2	-27	-5
COc1cccc(C2CC(c3ccc(C)cc3)n3nc(N)nc3N2)c1 (stereo unspecified)	5	-6	-396	-15	8	4	0	-12
O=C1NCCCC1C(=O)N/N=C/c1ccc([N+](=O)[O-])cc1 (stereo unspecified)	3	2	13	-4	-2	4	-1	-1
COc1ncccc1-c1nnn(-c2ccccc2)n1	2	-10	11	81*	-10	9	84*	87*
CCCC(CCC)C(=O)OC1C[C@H]2CC[C@@H](C1)[N+]2(C)C (stereo partly specified)	2	-1	6	-5	-8	2	1	-5
